Compound activity deposited in PubChem by National Center for Advancing Translational Sciences (NCATS).
Rhodamine autofl = qHTS Assay for Spectroscopic Profiling in Rhodamine Spectral Region; Rhodamine-region fluorescence, 547/598 nm, Tris buffer; hits give high values; max dye-equivalent concentration, M; 59,000 tested, 0.05% active; AID 594, 2007; in the data active = max dye-equivalent concentration above about 11 nM; inconclusive = between about 1.1 nM and that limit
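A six-point rhodamine series on each plate calibrates the signal. Compounds sit in 100 mM Tris (pH 8.0) for 15 min at ambient temperature before imaging through 547 nm/598 nm filters.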
USP2a inhib = qHTS Assay for Inhibitors of Ubiquitin-specific Protease USP2a; Ubiquitin carboxyl-terminal hydrolase 2 (Homo sapiens), O75604; USP2a enzymatic assay, qHTS inhibition; Potency, µM (doses to about 38.3 µM), inactives show at the top dose activity change, negative = inhibition, usual class: inhibitors; 60,000 tested, 0.1% active;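 note: potency is the fitted concentration of half-maximal effect; nearly all actives have a fitted effect of over 60% in size; plate controls were DMSO for no effect and NEM full inhibition control for full effect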
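USP2 core (20 nM final) was preincubated with compound for 30 min at RT in 20 mM Tris-HCl pH 8.0, 2 mM CaCl2, 2 mM beta-mercaptoethanol; Ub-PLA2 (20 nM) plus NBD C6-HPC (20 uM) then added, fluorescence read after 2.5 h.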
Caspase-7 inhib = qHTS Assay for Allosteric/Competitive Inhibitors of Caspase-7; P55210; recombinant caspase-7, Ac-DEVD-AFC fluorescence rate; AID 889, 2007; Potency, µM (top dose mostly 57.5 µM), for the others: at the highest dose activity change, negative = inhibition, actives largely listed as inhibitors; 75,000 tested, 0.02% active; active = well fitted inhibition curve with a large enough effect in the main read-out, with a control signal flat, not every such curve was filed as active; inconclusive = small, poorly fitted or top-dose-only effect, or a change in a side signal; note: potency is the fitted concentration of half-maximal effect; % of control where 0% means no effect
ALOX15 inhib = qHTS Assay for Inhibitors of 15-hLO (15-human lipoxygenase); Polyunsaturated fatty acid lipoxygenase ALOX15 (Homo sapiens), P16050; purified 15hLO-1, xylenol orange hydroperoxide absorbance; Potency, µM (doses to about 57.1 µM), for the others: top-dose activity change, negative = inhibition, usual class: inhibitors; 74,000 tested, 1.4% active; AID 887, 2007; note: potency is the fitted concentration of half-maximal effect; % is set by controls: 0 for no effect and ±100 for the full control effect; nearly all actives have a fitted effect of over 55% in size
Target sequence (P16050 whole entry, looked up): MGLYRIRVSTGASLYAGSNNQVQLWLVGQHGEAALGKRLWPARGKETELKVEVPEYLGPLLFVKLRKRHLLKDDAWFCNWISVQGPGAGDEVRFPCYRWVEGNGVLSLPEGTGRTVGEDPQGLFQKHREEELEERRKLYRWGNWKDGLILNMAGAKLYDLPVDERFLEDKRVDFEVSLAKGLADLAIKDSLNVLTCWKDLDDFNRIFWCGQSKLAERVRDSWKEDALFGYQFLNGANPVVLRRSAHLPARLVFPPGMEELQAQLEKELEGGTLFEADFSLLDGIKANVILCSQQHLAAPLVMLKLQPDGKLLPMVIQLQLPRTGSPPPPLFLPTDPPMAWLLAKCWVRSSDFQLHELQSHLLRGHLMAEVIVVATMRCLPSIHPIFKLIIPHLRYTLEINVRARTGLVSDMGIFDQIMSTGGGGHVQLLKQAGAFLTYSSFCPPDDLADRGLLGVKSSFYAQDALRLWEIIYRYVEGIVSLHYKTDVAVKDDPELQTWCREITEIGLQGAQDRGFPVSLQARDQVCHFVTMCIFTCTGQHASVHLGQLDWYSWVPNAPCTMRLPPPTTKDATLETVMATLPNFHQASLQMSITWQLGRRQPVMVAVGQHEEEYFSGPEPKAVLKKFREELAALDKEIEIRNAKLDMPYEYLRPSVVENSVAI
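40 nM 15hLO-1 + cpd, 15 min RT; start w/ 50 uM AA (final), 6 min RT; stop/detect w/ 200 uM XO + 300 uM Fe(II) in 50 mM H2SO4, 30 min; A573/A405. Buffer 25 mM Hepes pH 7.5, 0.01% Triton X-100. No-enzyme wells as negative control.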
DNA Pol III inh = qHTS Assay for Inhibitors of DNA Polymerase III Holoenzyme System. reconstituted DNA polymerase III holoenzyme replication, biochemical. Potency, µM (titrated, usually from 57.1 µM), inactives show at the top dose activity change, negative = inhibition. 71,000 tested, 0.25% active; note: potency is the fitted concentration of half-maximal effect; % is set by controls: 0 for no effect and ±100 for the full control effect
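Reconstituted *E. coli* holoenzyme (0.35 nM Pol III, 1 nM beta, 154 nM SSB, 2 nM primase) was preincubated with compound for 15 min at RT. Synthesis on 1.4 nM ssM13Gori ran 35 min, then was stopped with PicoGreen/EDTA and read as dsDNA fluorescence.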
HEK293 cAMP ctrl = qHTS Assay for Agonists of the Thyroid Stimulating Hormone Receptor: Activators of Intracellular cAMP Concentrations in Parental HEK 293 | parental HEK293 CNG cAMP sensor, membrane potential fluorescence | Potency, µM (series often up to 57.1 µM), for the others: at the highest dose activation, most hits filed as activators | 73,000 tested, 2.5% active | AID 938, 2007; note: potency is the fitted concentration of half-maximal effect; % of control where 0% means no effect; nearly all actives have a fitted effect of over 55% in size
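Parental HEK 293 cells stably expressing a cAMP-gated CNG channel were loaded with membrane potential dye containing 100 uM RO 20-1724 for 60 min. Compound added for 30 min; depolarization read as fluorescence intensity at 590 nm.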
BRCT inh green = qHTS Assay for Inhibitors of BRCT-Phosphoprotein Interaction (Green Fluorophore) | 75,000 tested, 0.05% active | Potency, µM (doses to about 76.9 µM), for the others: at the highest dose activity change, negative = inhibition, usual class: inhibitors | AID 875, 2007 | BRCA1 BRCT-phosphopeptide binding, green fluorescence polarization | Breast cancer type 1 susceptibility protein (Homo sapiens), P38398;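 note: potency is the fitted concentration of half-maximal effect; plate controls were peptide without protein for full effect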
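Fluorescence polarization: His-tagged BRCT (~35 kDa BRCA1 C-terminus, 250 nM) bound to 100 nM fluorescein-labeled phosphorylated 10-aa BACH1 peptide, pH 7.3 phosphate buffer with DTT and Tween 20. Compounds incubated 12 min at room temperature; inhibition read as lowered polarization.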
HADH2 inh = qHTS Assay for Inhibitors of HADH2 (Hydroxyacyl-Coenzyme A Dehydrogenase, Type II) | Potency, µM (series often up to 57.1 µM), without a hit: at the top dose activity change, negative = inhibition, hits mostly inhibitors | recombinant HADH2, NADH fluorescence, beta-hydroxybutyryl-CoA | 73,000 tested, 3.4% active | AID 886, 2007; note: potency is the fitted concentration of half-maximal effect; % is set by controls: 0 for no effect and ±100 for the full control effect; nearly all actives have a fitted effect of over 60% in size; many of its hits are not listed in these tables
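His-tagged recombinant enzyme from E. coli, 20 nM, preincubated 15 min RT with compound; reaction started with 1 mM NAD+ and 90 uM beta-hydroxybutyryl-CoA in 100 mM Tris-HCl pH 9.0. NADH fluorescence (ex 360/em 450) read over 4 min; last-minus-first difference.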
BRCT inh red = qHTS Assay for Inhibitors of BRCT-Phosphoprotein Interaction (Red Fluorophore); BRCT-phosphopeptide binding, red fluorescence polarization; 75,000 tested, 0.03% active; AID 892, 2007; Potency, µM (highest dose often 76.9 µM), for inactives: at the top dose activity change, negative = inhibition, most hits filed as inhibitors; note: % is set by controls: 0 for no effect and ±100 for the full control effect
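Fluorescence polarization: 100 nM His-tagged BRCA1 BRCT with 100 nM TAMRA-labelled phospho-BACH1 decapeptide, phosphate buffer pH 7.3 with 150 mM NaCl, DTT, 0.01% Tween 20; 12 min RT. Binding inhibition seen as FP decrease.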
Casp1 inh = qHTS Assay for Allosteric/Competitive Inhibitors of Caspase-1 | P29466 | 75,000 tested, 0.03% active | AID 900, 2007 | Caspase-1 enzyme, Ac-WEHD-AFC fluorogenic rate | Potency, µM (doses to about 57.5 µM), for the others: at the highest dose activity change, negative = inhibition, usual class: inhibitors;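 note: potency is the fitted concentration of half-maximal effect; plate controls were vehicle for no effect and no substrate for full effect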
Target sequence (P29466 120-297 limits assumed): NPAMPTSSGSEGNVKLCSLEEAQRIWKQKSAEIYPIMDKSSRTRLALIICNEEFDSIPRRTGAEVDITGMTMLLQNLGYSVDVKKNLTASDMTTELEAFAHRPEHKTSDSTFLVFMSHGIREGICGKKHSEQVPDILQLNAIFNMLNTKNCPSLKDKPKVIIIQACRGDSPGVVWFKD
Target sequence (P29466 317-404 limits assumed): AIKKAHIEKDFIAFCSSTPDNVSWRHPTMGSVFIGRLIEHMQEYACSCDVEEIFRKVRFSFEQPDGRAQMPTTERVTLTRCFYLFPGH
Tau filament bind = qHTS Assay for Tau Filament Binding; Microtubule-associated protein tau (Homo sapiens), P10636; 71,000 tested, 2% active; recombinant tau filaments, thioflavin S fluorescence, 15 h; filaments grown with octadecylsulfate alongside compound; AID 596, 2007; Potency, µM (doses to about 57.1 µM), inactives show at the top dose activity change, negative = inhibition;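 note: potency is the fitted concentration of half-maximal effect; % is set by controls: 0 for no effect and ±100 for the full control effect; actives lower thioflavin S fluorescence by blocking filaments or displacing dye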
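Quantitative HTS: thioflavine S signal from ODS-induced tau filaments, excited at 450 nm, emission 510 nm. Conditions: 1 uM tau, 30 uM ODS, 15 h at 37 C, pH 7.4.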
The depositor's hits bear a star; i = inactive; ? = inconclusive; nt = no result given; [ ] = another dose, or the depositor's remark. Unless noted, calls come from the whole dose curve; as a rule, active = well fitted curve in the direction sought with a large enough effect; inconclusive = small, poorly fitted or top-dose-only effect, or another doubt; inactive = no such curve, though single readings can be large; an effect the other way counts as inactive or inconclusive. These rows are one share of the data (hit frequency here may not be typical).

Below each SMILES: Rhodamine autofl, USP2a inhib, Caspase-7 inhib, ALOX15 inhib, DNA Pol III inh, HEK293 cAMP ctrl, BRCT inh green, HADH2 inh, BRCT inh red, Casp1 inh, Tau filament bind
1. CCC(OC(=O)c1ccco1)C(=O)NCc1ccc(C)cc1 (stereo not drawn)
→ i, 9%, 0%, 2%, -7%, ?, 2.5%, 7%, 1.5%, 0%, 2%
2. Cc1cc2cc(CN(Cc3ccco3)C(=O)NCc3ccccc3)c(=O)[nH]c2cc1C
→ i, nt, -4%, ?, -2%, ?, 5.7%, -9%, 0.9%, -5%, 34%
3. COc1ccc(OC)c2[nH]c(=O)c(CCNC(=O)C3CCCCC3)cc12
→ i, 17%, -1%, 1%, -7%, 13%, -1.6%, 5%, 1.1%, -2%, 29%
4. COc1cc(CNc2ccc(N3CCOCC3)c(C(=O)O)c2)ccc1OCC(N)=O
→ i, 0%, -2%, 3%, -7%, 1%, -1.0%, -24%, 1.1%, 0%, 6%
5. O=C(c1cccnc1)N(Cc1ccccc1)c1ccccc1
→ i, 2%, -3%, 11%, -11%, ?, -1.6%, 4%, -1.6%, 0%, 5%
6. COc1ccc(OC)c(C(=O)COC(=O)C2CC3CCCC(C2)C3=O)c1 (stereo not drawn)
→ i, -2%, 0%, -10%, 9%, 6%, 0.1%, -5%, 0.2%, 0%, -2%
7. CNC(=O)NC(=O)CSc1ncc(C(F)(F)F)cc1Cl
→ i, 2%, -2%, 13%, -5%, 1%, 0.1%, 8%, -1.1%, 3%, 4%
8. CCOC(=O)N/N=C1/C[C@@H](O)[C@@H](O)[C@@H]2[C@@H]3C(=O)N(C4CCCCC4)C(=O)[C@H]3CC[C@H]12
→ nt, nt, -1%[11.5 µM], -2%[11.4 µM], nt, 1%[11.4 µM], 0.5%[15.4 µM], -2%[11.4 µM], -0.2%[15.4 µM], -1%[11.5 µM], nt
9. O=C(Cn1ccc(C(F)(F)F)n1)Nc1ccc(S(=O)(=O)NCc2ccco2)cc1
→ i, 21%, -3%, 5%, 2%, -26%, -4.1%, -10%, 0.1%, 1%, -1%
10. CN(Cc1nc(-c2cccnc2)no1)S(=O)(=O)c1ccc2ccccc2c1
→ i, 5%, 0%, 1%, -6%, 11%, -0.1%, 12%, -1.1%, -1%, -4%
11. COC(=O)Nc1sc2c(c1C(=O)NCc1ccco1)CCCC2
→ i, 23%, -2%, -13%, -4%, ?, -5.5%, ?, 0.5%, -2%, 30%
12. CC(=O)c1ccc(NC(=O)c2noc3c2CCCCC3)cc1
→ i, 10%, -1%, 0%, -4%, -2%, -1.8%, -3%, -0.1%, 1%, 34%
13. CCCCC(=O)Nc1ncc2c(n1)CC(C)(C)CC2=O
→ nt, nt, -2%, 1%, nt, 4%, -1.6%, -8%, -0.3%, -1%, nt
14. Cc1cc2c(s1)CCCCC(=O)N2
→ nt, nt, -1%, 4%, nt, ?, -5.4%, 7%, -0.5%, 0%, nt
15. c1cc(C2CCCCC2)ccc1Oc1nc(N2CCOCC2)nc(N2CCOCC2)n1
→ i, 7%, -1%, 11%, 1%, 2%, -0.9%, 6%, -0.2%, 2%, 14%
16. Cn1nnc(NC(=O)C(c2ccccc2)c2ccccc2)n1
→ i, -1%, 0%, 2%, -2%, 5%, 0.4%, -1%, 0.0%, 0%, -16%
17. O=S(=O)(Nc1nc(CN2CCOCC2)nc2sc3c(c12)CCCC3)c1cc(F)ccc1F
→ i, 12%, -13%, 0%, -2%, 5%, 0.4%, -14%, 2.0%, -5%, -1%
18. CCOc1ccc(C(=O)C2CCN(CC(=O)Nc3ccccc3N3CCOCC3)CC2)cc1
→ i, 7%, -1%, -28%, 5%, 10%, -2.6%, 7%, -1.9%, 1%, 0%
19. COc1cc2c(cc1OC)C(=O)OC2
→ nt, 7%, 1%, 25%, nt, nt, 1.8%, nt, -0.4%, 0%, nt
20. Cc1cc(Oc2ccc(=O)n(C)n2)nc(Oc2ccc(=O)[nH]n2)n1
→ i, -4%, 0%, 6%, -8%, 10%, -0.2%, -7%, 0.4%, -2%, 4%
21. CCn1c(=NC(=O)CSC(C)=O)sc2ccccc21
→ i, -9%, -1%, -1%, -2%, -21%, 0.2%, -2%, -2.6%, 2%, 2%
22. Cc1c(C(=O)NCCCN2CCCC2=O)oc2ccccc12
→ i, 4%, 1%, -8%, -11%, -3%, 2.7%, -3%, -2.3%, 0%, 11%
23. CCOc1ccc(NC(=O)c2oc3ccccc3c2NC(=O)C(C)C)cc1
→ i, 22%, 1%, 0%, 1%, ?, -1.7%, 153%[activator], 1.7%, -3%, 395%
24. c1csc(-c2ccc3ccccc3n2)c1
→ i, 3%, -2%, 4%, -8%, 16%, -1.0%, -4%, 0.3%, -5%, -8%
25. Cc1cccc(NC(=O)c2oc3c(c2C)C(=O)CC(C)(C)C3)n1
→ i, 6%, 2%, -2%, -2%, 8%, -0.4%, 1%, -0.5%, -2%, 19%
26. COC(=O)C1=C(C)NC(C)=C(C(=O)OC)C1c1cc2cc(C)ccc2[nH]c1=O
→ i, 7%, 1%, -22%, -11%, 3%, -5.4%, 9%, -0.7%, -7%, 6%
27. CN(CC(=O)N1CCN(c2ccccn2)CC1)S(=O)(=O)c1ccc2ccccc2c1
→ i, 14%, -3%, 0%, -3%, 26%, -0.9%, 0%, 0.8%, 2%, 3%
28. O=C(NCCC1=CCCCC1)C1CCCN(S(=O)(=O)c2ccc(F)cc2)C1 (stereo not drawn)
→ i, -1%, 3%, 5%, 0%, 19%, -1.6%, 6%, 1.2%, -2%, 20%
29. COc1cc2[nH]c(=O)n(CCC(=O)N3CCN(c4cc(Cl)ccc4C)CC3)c(=O)c2cc1OC
→ i, 34%[activator], 3%, -3%, 0%, 6%, -2.1%, -23%, -0.1%, 0%, 57%
30. CC(C)c1ccc(NC(=O)C2CCN(S(C)(=O)=O)CC2)cc1
→ i, 3%, -1%, 3%, 1%, 1%, -1.6%, 11%, -1.3%, -1%, -2%
31. O=C(Nc1nc(-c2ccccc2)cs1)c1cccs1
→ nt, 5%, -4%, 13µM*, 2%, ?, 2.4%, -11%, -0.2%, -4%, 27%
32. CCOC(=O)/C=C1\NC(=O)CS1
→ i, 6%, 2%, 5%, 8%, 4%, -2.0%, -5%, 1.0%, 3%, -18%
33. CCOC(=O)N1CCN(C(=O)C(C)n2nc(C)n3c(cc4sccc43)c2=O)CC1 (stereo not drawn)
→ i, -6%, -1%, 6%, -2%, -5%, 2.6%, 1%, -2.9%, 1%, 1%
34. COc1ccccc1NC(=O)Nn1cnnc1
→ i, 8%, 1%, -3%, -1%, -1%, -2.5%, 6%, 0.3%, -1%, 3%
35. COc1ccc(C(C)=O)cc1CSc1nnc(C)s1
→ nt, -8%, 1%, -1%, -6%, 10%, -3.3%, 1%, -0.1%, 0%, 11%
36. Nc1nonc1NC(=O)CSc1ncccc1C(=O)O
→ i, -4%, -2%, 0%, -3%, 6%, 0.7%, -27%, 0.6%, 0%, -3%
37. COc1ccc(C(=O)c2ccccc2O)c(O)c1
→ i, -10%, -2%, ?, -3%[25.6 µM], -13%[25.6 µM], -4.4%[3.08 µM], 6%[25.6 µM], 0.0%, 4%, -2%[25.6 µM]
38. O=C(CN1c2cccc3cccc(c23)S1(=O)=O)NCc1ccc2c(c1)OCO2
→ nt, 29%[7.66 µM], -8%, -12%[11.4 µM], 8%[11.4 µM], 29%[11.4 µM], 2.2%, ?, -2.7%, -5%, 7%[11.4 µM]
39. COCCN(C(C)=O)c1nnc(-c2ccccn2)s1
→ i, 5%, -1%, 0%, -5%, 9%, -2.2%, 25%, -1.0%, -1%, 1%
40. CC(=O)Nc1ccc(S(=O)(=O)Nc2ccc(N3CCOCC3)c(F)c2)cc1
→ i, 1%, -1%, 1%, -3%, 2%, -2.1%, 2%, -0.2%, -3%, 0%
